Mito fusion act: qHTS Assay for Small Molecule Inhibitors of Mitochondrial Division or Activators of Mitochondrial Fusion. 0.23% of 320,000 active. Potency, µM (highest dose often 46.1 µM), inactives show at the highest dose growth rescue (activation), usual class: activators. S. cerevisiae fusion-defective mutant growth rescue, CellTiterGlo 48 h;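 also: potency is read from the fitted curve at half-maximal effect; % of control where 0% means no effect; nearly all actives have a fitted effect of over 45% in size; temperature-sensitive fusion mutants such as fzo1-1 at 37 °C on non-fermentable ethanol glycerol medium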
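Read-out: ATP-based luminescence (CellTiterGlo, 10 min ambient) reporting growth of fusion-defective ts yeast after 48 hours at 37C on glycerol/ethanol YPEG medium in the presence of compound.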
B2AR arrestin: qHTS assay of beta-arrestin-biased ligands of beta2-adrenergic receptor | beta-arrestin recruitment to beta2AR, cell-based reporter | Potency, µM (top dose mostly 46.1 µM), for the others: top-dose activation, usual class: activators | 0.02% of 330,000 active | AID 492947, 2010;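 also: potency is read from the fitted curve at half-maximal effect; 0% = DMSO controls and full agonism = EC100 isoproterenol or metaproterenol; nearly all actives have a fitted effect of over 65% in size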
Target sequence (P07550 whole entry, looked up): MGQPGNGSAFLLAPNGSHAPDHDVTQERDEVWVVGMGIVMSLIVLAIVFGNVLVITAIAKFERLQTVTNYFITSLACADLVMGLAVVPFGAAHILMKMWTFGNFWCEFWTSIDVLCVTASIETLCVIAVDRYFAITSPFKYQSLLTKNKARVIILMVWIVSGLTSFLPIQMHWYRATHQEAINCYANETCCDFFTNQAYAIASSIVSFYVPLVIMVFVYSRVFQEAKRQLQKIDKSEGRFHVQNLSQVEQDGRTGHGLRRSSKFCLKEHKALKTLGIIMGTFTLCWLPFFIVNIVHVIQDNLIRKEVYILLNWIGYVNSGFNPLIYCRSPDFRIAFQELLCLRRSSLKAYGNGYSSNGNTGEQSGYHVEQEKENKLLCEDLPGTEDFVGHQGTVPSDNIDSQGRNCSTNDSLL
Chronic BCR inh: qHTS Assay to Find Inhibitors of Chronic Active B-Cell Receptor Signaling. ABC-DLBCL IkBa-CBG/CBR reporter, luminescence ratio, 4 h. Potency, µM (highest dose often 46.1 µM), for the others: at the highest dose ratio change, negative = lower green/red ratio, actives largely listed as inhibitors. 0.05% of 340,000 active. AID 493014, 2011; active = well fitted inhibition curve with a large enough effect in the signal ratio, with a control signal flat, not every such curve was filed as active; inconclusive = small, poorly fitted or top-dose-only effect, or effect the other way, or a change in a side signal; the % refers to the signal ratio;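 also: potency is read from the fitted curve at half-maximal effect; plate controls were basal doxycycline-induced cells for no effect and cells given 10 µM MG132 for full effect; MG132 reads +100%, hits lower the ratio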
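TMD8 ABC-DLBCL cells carrying doxycycline-inducible green luciferase fused to IkappaBalpha plus unfused red luciferase were exposed to compounds (up to 46 uM) for 4 hrs at 37C. Activity came from the overlap-corrected green/red luminescence ratio.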
TSG101-PTAP inh: qHTS Assay for Iinhibitors of HIV-1 Budding by Blocking the Interaction of PTAP/TSG101; Fluorescence polarization, FITC-PTAP peptide / Tsg101 binding; Potency, µM (series often up to 115 µM), without a hit: top-dose activity change, negative = inhibition, most hits filed as inhibitors; AID 493005, 2010; 340,000 tested, under 10 active; active = well fitted inhibition curve with a large enough effect in the main read-out, with a control signal flat, not every such curve was filed as active; inconclusive = small, poorly fitted or top-dose-only effect, or effect the other way, or a change in a side signal; inactive = no such curve, though single readings can be large or run the other way; also: potency is read from the fitted curve at half-maximal effect; % of control where 0% means no effect
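Tsg101 binding domain (10 uM final) was mixed with compound and a FITC-labeled PTAP peptide (50 nM final) in HEPES pH 7.5 buffer with NaCl, Tween 20, EDTA and TCEP; fluorescence polarization was read after 20 min at r.t.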
uPA surface inh: qHTS for Inhibitors of Cell Surface uPA Generation; Potency, µM (titrated, usually from 38.3 µM), for inactives: top-dose activity change, negative = inhibition, most hits filed as inhibitors; cell surface uPA generation assay, qHTS; 0.31% of 330,000 active; AID 540303, 2011; active = well fitted inhibition curve with a large enough effect; inconclusive = small, poorly fitted or top-dose-only effect; inactive = no such curve, though single readings can be large or run the other way; tested in mouse RAW 264.7 cells; also: potency is read from the fitted curve at half-maximal effect; % is scaled to controls: 0 for no effect and ±100 for the full control effect; nearly all actives have a fitted effect of over 55% in size
USP2a inh: qHTS Assay for Inhibitors of Ubiquitin-specific Protease USP2a Using CHOP2 as the Reporter; Ubiquitin carboxyl-terminal hydrolase 2 (Homo sapiens), O75604; Potency, µM (series often up to 38.3 µM), without a hit: at the highest dose activity change, negative = inhibition, actives largely listed as inhibitors; USP2 core, Ub-CHOP2 coupled fluorogenic reporter, 485/531; 0.01% of 330,000 active; AID 463254, 2010;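 also: potency is read from the fitted curve at half-maximal effect; plate controls were DMSO wells for no effect and full inhibition by NEM control for full effect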
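Deubiquitinase activity read as fluorescence (485/531 nm) after Ub-CHOP2 cleavage activates the enterokinase reporter on its substrate; USP2 core 10nM, Ub-CHOP2 and substrate 25nM each, 30min compound preincubation then 60min RT; data normalized to NEM, curves fitted.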
Tb PFK block: qHTS Assay to Find Inhibitors of T. brucei phosphofructokinase | ATP-dependent 6-phosphofructokinase (Trypanosoma brucei brucei), O15648 | T. brucei PFK, ADP-Glo luminescence | Potency, µM (series often up to 57.5 µM), for the others: top-dose activity, negative = inhibition, usual class: inhibitors | 0.17% of 330,000 active;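 also: potency is read from the fitted curve at half-maximal effect; 0% = uninhibited 1x PFK enzyme wells and -100% = no-enzyme wells; nearly all actives have a fitted effect of over 60% in size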
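PFK 1.25 nM, F6P 0.5 mM, ATP 0.1 mM, 0.1 M TEA pH 8.0, 5 mM MgCl2, 0.01% Tween20, 0.1% BSA; 45 min RT. ADP-Glo readout. qHTS titration up to 57 uM; curves fitted, compounds curve-classed.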
TCR activator: Activators of T cell receptors: qHTS campaign. 330,000 tested, under 10 active. Potency, µM (series often up to 9.22 µM), for the others: top-dose activation of IL-2 secretion, usual class: activators. AID 504894, 2011. primary human leukocytes, anti-CD3, IL-2 HTRF, 48 h; also: % of control where 0% means no effect
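Compounds are tested in HTS on primary human leukocytes co-incubated with a-CD3 beads for 48 hr. IL-2 output is measured by time-resolved FRET.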
TSHR antagonist: Antagonists of the Thyroid Stimulating Hormone Receptor: HTS campaign. Thyrotropin receptor (Homo sapiens), P16473. TSHR-expressing cells, TSH-stimulated cAMP HTRF, 2 h; active compounds read low. activity change, negative = inhibition, % at 11.5 µM. 0.2% of 330,000 active. AID 504810, 2011;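 active = activity change below a set negative limit, meaning inhibition stronger than a set level, cut at about -70% in these data; inconclusive = activity change between two set negative limits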; also: % is scaled to controls: 0 for no effect and ±100 for the full control effect
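TSHR-expressing cells, 200/well, pre-treated with compound, then stimulated with EC80 TSH (4nM final) for 2 hours at 37 deg C. cAMP measured by competitive HTRF: anti-cAMP cryptate antibody in lysis buffer plus cAMP-d2, read after 30 minutes at room temperature.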
Eya2 phos inh: qHTS Assay for Inhibitors of the Phosphatase Activity of Eya2; Protein phosphatase EYA2 (Homo sapiens), O00167; 0.006% of 330,000 active; Potency, µM (highest dose often 76.9 µM), without a hit: at the top dose activity, negative = inhibition, most hits filed as inhibitors; recombinant Eya2, OMFP fluorescence dephosphorylation (OMFP is methylfluorescein phosphate); also: potency is read from the fitted curve at half-maximal effect; % is scaled to controls: 0 for no effect and ±100 for the full control effect
Target sequence (O00167 whole entry, looked up): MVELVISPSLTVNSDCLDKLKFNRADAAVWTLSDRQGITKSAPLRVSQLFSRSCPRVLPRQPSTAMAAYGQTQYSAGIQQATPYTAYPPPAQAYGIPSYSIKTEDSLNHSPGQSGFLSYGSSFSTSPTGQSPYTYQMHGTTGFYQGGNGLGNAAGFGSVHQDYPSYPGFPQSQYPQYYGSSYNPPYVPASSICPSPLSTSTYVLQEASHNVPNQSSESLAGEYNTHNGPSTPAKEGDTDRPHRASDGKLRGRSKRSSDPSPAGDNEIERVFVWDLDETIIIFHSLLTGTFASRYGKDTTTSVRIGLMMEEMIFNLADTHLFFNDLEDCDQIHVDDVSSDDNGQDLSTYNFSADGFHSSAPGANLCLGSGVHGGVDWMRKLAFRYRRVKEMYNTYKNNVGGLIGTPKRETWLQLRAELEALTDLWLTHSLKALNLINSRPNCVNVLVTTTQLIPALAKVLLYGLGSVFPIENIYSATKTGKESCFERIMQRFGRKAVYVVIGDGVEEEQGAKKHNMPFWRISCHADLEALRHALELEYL
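Eya2 protein (added as 0.2 uM solution) was preincubated with compound for 10 min at ambient temperature in 50 mM HEPES pH 7.5, 50 mM NaCl, 5 uM MgCl2, 0.05% BSA, 1 mM DTT. OMFP (added at 50 uM) then reacted 10 min; fluorescence read at 485/525 nm.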
ELG1 DNA repair: qHTS screen for small molecules that inhibit ELG1-dependent DNA repair in human embryonic kidney (HEK293T) cells expressing luciferase-tagged ELG1 | HEK293T ELG1-luciferase reporter, luminescence, 16 h; DNA damage induced by 5-fluorouridine | 2.3% of 330,000 active | Potency, µM (series often up to 46.1 µM), inactives show at the top dose activity change, negative = inhibition, actives largely listed as inhibitors; also: potency is read from the fitted curve at half-maximal effect; % is scaled to controls: 0 for no effect and ±100 for the full control effect; nearly all actives have a fitted effect of over 55% in size
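Luminescence from the luciferase reporter, measured 30 min after ONE-Glo reagent at room temperature, was the read-out. Beforehand, 2,000 cells per well were exposed for 16 hr at 37 °C to 5-fluorouridine together with compound or vehicle.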
Numbers without * were called inactive; [ ] = another dose, or the depositor's remark. Unless noted, calls follow the shape of the dose curve; as a rule, active = well fitted curve in the direction sought with a large enough effect; inconclusive = small, poorly fitted or top-dose-only effect, or another doubt; inactive = no such curve, though single readings can be large; an effect the other way counts as inactive or inconclusive. No enrichment for hits; overall some 3% were active at least once.

Screening Cc1ccc(CCNC(=O)C2CCCN(S(=O)(=O)c3cccs3)C2)cc1 (configuration not stated) returned Mito fusion act 2%, B2AR arrestin 0.4%, Chronic BCR inh inconclusive, TSG101-PTAP inh -1%, uPA surface inh 6%, USP2a inh 4%, Tb PFK block -5%, TCR activator -19%, TSHR antagonist -6, Eya2 phos inh 13% and ELG1 DNA repair -13%.
O=C(O)c1ccccc1C(=O)Nc1ccc(-c2csc(-c3ccccc3)n2)cc1 was read as Mito fusion act 3%, B2AR arrestin 15%, Chronic BCR inh inconclusive, TSG101-PTAP inh -1%, uPA surface inh -8%, USP2a inh 2%, Tb PFK block 7%, TCR activator -2%[46.1 µM], TSHR antagonist 9, Eya2 phos inh -5% and ELG1 DNA repair inconclusive.
CNc1cc(C)c(C#N)c2nc3ccccc3n12 was read as Mito fusion act 2%, B2AR arrestin 0.0%, Chronic BCR inh 0%, TSG101-PTAP inh -4%, uPA surface inh -2%, USP2a inh -1%, Tb PFK block 1%, TSHR antagonist 3, Eya2 phos inh 1% and ELG1 DNA repair -10%.
Cc1ccc(C(C)C)c(OCC(=O)OCc2c(C)noc2C)c1 was read as Mito fusion act 1%, B2AR arrestin 0.2%, Chronic BCR inh -9%, TSG101-PTAP inh -12%, uPA surface inh 2%, USP2a inh 4%, Tb PFK block 3%, TCR activator -2%, TSHR antagonist -9, Eya2 phos inh -11% and ELG1 DNA repair -10%.
Screening CCc1nnc(NC(=O)CSc2nnc(C)n2CC2CCCO2)s1 (configuration not stated) returned Mito fusion act -1%, B2AR arrestin 0.0%, Chronic BCR inh inconclusive, TSG101-PTAP inh -5%, uPA surface inh -1%, USP2a inh 0%, Tb PFK block 0%, TCR activator -6%, TSHR antagonist 6, Eya2 phos inh 13% and ELG1 DNA repair -2%.
`Cc1cc(N/N=C/c2ccc(Cl)cc2)nc(NCc2ccccc2)n1` gave Mito fusion act 2%, B2AR arrestin -1.1%, Chronic BCR inh 9%, TSG101-PTAP inh -1%, uPA surface inh -3%, USP2a inh 3%, Tb PFK block 2%, TCR activator -12%[46.1 µM], TSHR antagonist -5, Eya2 phos inh -14% and ELG1 DNA repair -17%.
Screening c1csc(Cc2nc3ccccc3[nH]2)c1 returned Mito fusion act -3%, B2AR arrestin 0.1%, Chronic BCR inh 2%, TSG101-PTAP inh -7%, uPA surface inh 2%, USP2a inh 1%, Tb PFK block -8%, TCR activator 2%, TSHR antagonist 1, Eya2 phos inh 3% and ELG1 DNA repair 27%.
COc1cccc(NC(=O)CS(=O)(=O)Cc2nc(-c3ccc(C)cc3)oc2C)c1 was read as Mito fusion act -4%, B2AR arrestin 0.0%, Chronic BCR inh -6%, TSG101-PTAP inh -1%, uPA surface inh -2%, USP2a inh 0%, Tb PFK block 0%, TCR activator -8%, TSHR antagonist -5, Eya2 phos inh -1% and ELG1 DNA repair inconclusive.
For CCOc1ccc(CN2CCN(C3CCC3)CC2CCO)cc1 (configuration not stated) the results were Mito fusion act 1%, B2AR arrestin -1.1%, Chronic BCR inh 1%, TSG101-PTAP inh -6%, uPA surface inh -3%, USP2a inh 2%, Tb PFK block 2%, TCR activator -2%, TSHR antagonist -8, Eya2 phos inh -11% and ELG1 DNA repair 7%.
CCN(C(=O)CSc1cc(C)c2ccccc2n1)c1c(N)n(Cc2ccccc2)c(=O)[nH]c1=O was read as Mito fusion act 20%, B2AR arrestin 4.7%, Chronic BCR inh -1%, TSG101-PTAP inh -6%, uPA surface inh -1%, USP2a inh 2%, Tb PFK block 15%, TCR activator 3%, TSHR antagonist -3, Eya2 phos inh 3% and ELG1 DNA repair inconclusive.
Screening c1ccc(CN2CCC3(CC2)Nc2ccccc2CO3)cc1 returned Mito fusion act 1%, B2AR arrestin -1.1%, Chronic BCR inh inconclusive, TSG101-PTAP inh -2%, USP2a inh 1%, Tb PFK block 3%, TCR activator 3%, TSHR antagonist -1, Eya2 phos inh -25% and ELG1 DNA repair 2%.
For COc1ccc(OC)c(Nc2nc(NCc3ccco3)nc(N)c2[N+](=O)[O-])c1 the results were Mito fusion act -1%, B2AR arrestin -0.4%, Chronic BCR inh -21%, TSG101-PTAP inh 0%, uPA surface inh 2%, USP2a inh -1%, Tb PFK block -6%, TCR activator 3%, TSHR antagonist 11, Eya2 phos inh 0% and ELG1 DNA repair inconclusive.
Screening O=C(N/N=C/c1c[nH]c2ccccc12)c1ccc([N+](=O)[O-])cc1Cl returned Mito fusion act 0%, B2AR arrestin -0.2%, Chronic BCR inh -2%, TSG101-PTAP inh -10%, uPA surface inh 5%, USP2a inh 2%, Tb PFK block 3%, TCR activator 1%, TSHR antagonist 10, Eya2 phos inh -1% and ELG1 DNA repair 2%.
Screening CCN1CCN(C(=O)c2ccc3c(c2)N(Cc2ccccc2)C(=O)c2ccccc2S3(=O)=O)CC1 returned Mito fusion act 0%, B2AR arrestin 0.0%, Chronic BCR inh 0%, TSG101-PTAP inh -2%, uPA surface inh -13%, USP2a inh 1%, Tb PFK block -4%, TCR activator -3%, TSHR antagonist -7, Eya2 phos inh 9% and ELG1 DNA repair 22%.
Cc1cc(C)c(C2=CSC3=NS(=O)(=O)CCN23)c(C)c1 was read as Mito fusion act 3%, B2AR arrestin 0.3%, Chronic BCR inh -2%, TSG101-PTAP inh 1%, uPA surface inh 5%, USP2a inh 4%, Tb PFK block -2%, TCR activator 3%, TSHR antagonist 4, Eya2 phos inh -3% and ELG1 DNA repair -8%.
`COc1ccc(NC(=O)N(C)C[C@H]2Oc3c(NS(=O)(=O)c4cccs4)cccc3C(=O)N([C@H](C)CO)C[C@@H]2C)cc1` gave B2AR arrestin 0.0%, Chronic BCR inh -1%, TSG101-PTAP inh -4%, uPA surface inh 0%, USP2a inh -3%, Tb PFK block -3%, TCR activator 6%, TSHR antagonist 6, Eya2 phos inh 0% and ELG1 DNA repair inconclusive.
Screening CC(=O)C(C)Oc1ccc2c3c(c(=O)oc2c1)CCCCC3 (configuration not stated) returned Mito fusion act 20%, B2AR arrestin -0.1%, Chronic BCR inh -1%, TSG101-PTAP inh -7%, uPA surface inh 1%, USP2a inh 3%, Tb PFK block 1%, TCR activator -21%, TSHR antagonist 5, Eya2 phos inh -10% and ELG1 DNA repair inconclusive.
`COCCCn1c(SCC(=O)Nc2nc3ccccc3s2)nnc1-c1ccoc1C` gave Mito fusion act -2%, B2AR arrestin -0.1%, Chronic BCR inh -7%, TSG101-PTAP inh -6%, uPA surface inh 3%, USP2a inh 1%, Tb PFK block 0%, TCR activator 0%[46.1 µM], TSHR antagonist -12, Eya2 phos inh -16% and ELG1 DNA repair inconclusive.
For Cc1cccc(N(CC(=O)Nc2ccccc2F)S(C)(=O)=O)c1 the results were Mito fusion act 1%, B2AR arrestin -0.2%, Chronic BCR inh 6%, TSG101-PTAP inh -4%, USP2a inh 3%, Tb PFK block 1%, TCR activator 0%, TSHR antagonist 1, Eya2 phos inh 11% and ELG1 DNA repair -5%.
CCOC(=O)c1sc2nc(C3CC3)cc(-c3ccc(F)cc3)c2c1N was read as Mito fusion act 0%, B2AR arrestin -0.3%, Chronic BCR inh -3%, TSG101-PTAP inh 0%, uPA surface inh 1%, USP2a inh 4%, Tb PFK block -4%, TCR activator -7%, TSHR antagonist 11, Eya2 phos inh 7% and ELG1 DNA repair 0%.
For CC(/C=N/n1c(-c2cccnc2)n[nH]c1=S)=C\c1ccco1 the results were Mito fusion act 8%, B2AR arrestin 0.2%, Chronic BCR inh 9%, TSG101-PTAP inh -4%, uPA surface inh 14%, USP2a inh 0%, Tb PFK block -14%, TCR activator 3%, TSHR antagonist -15, Eya2 phos inh inconclusive and ELG1 DNA repair 6%.
Screening COc1ccc2oc(C(=O)NCCN3CCOCC3)c(C)c2c1OC returned Mito fusion act -1%, B2AR arrestin -0.1%, Chronic BCR inh inconclusive, uPA surface inh -2%, USP2a inh 3%, Tb PFK block 2%, TCR activator -4%, TSHR antagonist 9, Eya2 phos inh 7% and ELG1 DNA repair inconclusive.
